M1 antag: human M1 muscarinic receptor antagonists, primary screen, CHO-K1 cells, Fluo-8 calcium fluorescence, 1536-well; inhibition, % at 3 µM; AID 588852, 2011; 360,000 tested, 1.3% active; Muscarinic acetylcholine receptor M1 (Homo sapiens), P11229; CHO-K1 hM1, ACh EC80 antagonist;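 active = percent inhibition above its own plate's cutoff, namely the mean of that plate's compound wells plus 3 SD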;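 note: peak over basal fluorescence ratio during 140 s after agonist addition; 0% = ACh EC80 plus DMSO and 100% = DMSO alone without agonist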
Target sequence (P11229 whole entry, looked up): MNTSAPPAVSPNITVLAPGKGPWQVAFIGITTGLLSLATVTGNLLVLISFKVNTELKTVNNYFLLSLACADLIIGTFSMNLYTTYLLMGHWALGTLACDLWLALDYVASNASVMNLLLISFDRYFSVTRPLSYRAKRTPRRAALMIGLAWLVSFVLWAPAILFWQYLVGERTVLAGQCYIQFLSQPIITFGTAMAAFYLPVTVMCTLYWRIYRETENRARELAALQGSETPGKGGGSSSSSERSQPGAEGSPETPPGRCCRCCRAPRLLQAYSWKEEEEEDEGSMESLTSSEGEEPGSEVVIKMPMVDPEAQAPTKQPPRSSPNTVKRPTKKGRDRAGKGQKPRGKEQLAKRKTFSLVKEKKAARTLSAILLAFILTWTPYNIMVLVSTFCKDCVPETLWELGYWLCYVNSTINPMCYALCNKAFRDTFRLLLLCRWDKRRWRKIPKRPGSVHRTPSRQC
OXTR agonist: human OXTR agonists, primary screen, fluorescence, CHO-OTR cells, Fluo-8 calcium; Oxytocin receptor (Homo sapiens), P30559; Fluo-8 calcium fluorescence; normalized: DMSO 0%, oxytocin 100%; activation, % at 3 µM; 320,000 tested, 0.32% active; AID 2435, 2010;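 active = activation above the mean of all tested compounds plus 3 SD, cutoff set per screening run, cut at about 20% in these data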;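 note: peak over basal fluorescence ratio from a 100 s FLIPR kinetic read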
CHRM1 agonist: human M1 muscarinic receptor agonists, primary screen, Fluo-8 calcium fluorescence, CHO-K1 cells, HTS. Muscarinic acetylcholine receptor M1 (Homo sapiens), P11229. CHO-K1 hM1, agonist mode; 0% DMSO, 100% acetylcholine EC100. activation, % at 3 µM. 360,000 tested, 0.33% active. AID 588814, 2011;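 active = activation above the run's mean compound activation plus 3 SD, cut at about 16% in these data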;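 note: peak over basal fluorescence ratio within a 140 s kinetic read after compound addition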
OXTR potentiator: human OXTR potentiators, primary screen, fluorescence, CHO-OTR cells, Fluo-8 calcium; Oxytocin receptor (Homo sapiens), P30559; 320,000 tested, 0.061% active; activation, % at 3 µM; AID 2445, 2010; Fluo-8 calcium fluorescence, potentiator mode; 0% = oxytocin EC15, 100% = EC100;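 active = activation above that plate's cutoff, the mean activation of tested compounds plus 3 SD, cut at about 6.6% in these data, passing the limit was not always enough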;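 note: 100% uses oxytocin at 75 nM as the full agonist control; some results filed as inactive read as strong as hits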
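assay system = CHO-OTR cells, human receptor | schedule = compound 6 min at room temperature before oxytocin, 100 s read | detection = Fluo-8 intracellular calcium fluorescence, ex 470-495, em 515-575 nm | evaluation = normalized max/min fluorescence ratio, % activation | control set = EC15 oxytocin alone as 0%, 75 nM oxytocin (EC100) as 100%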
CHO parental Ca: ATP-evoked calcium signal inhibitors, parental CHO, primary screen, counter-screen for OX1R antagonist project, cell-based, fluorescence, Fluo-8 calcium dye. parental CHO-K1, ATP-induced calcium, Fluo-8 fluorescence. inhibition, % at 5.6 µM. 330,000 tested, 0.63% active;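 active = inhibition above that plate's mean sample inhibition plus 3 SD, cut at about 26% in these data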;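 note: 0% = ATP-challenged DMSO wells and 100% = DMSO wells without ATP; some compounds past the cut are filed as inactive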
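Assay system – parental CHO cells · Reagent – ATP stimulus · Detection – intracellular calcium via Fluo-8 no-wash fluorescent dye · Evaluation – percent inhibition of ATP-evoked calcium rise, normalized to controls · Controls – ATP wells versus no-ATP DMSO wells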
TAAR1 ag: human TAAR1 agonists, primary screen, Fluo-8 calcium fluorescence, CHO RD-HGA16 cells | 360,000 tested, 0.99% active | Trace amine-associated receptor 1 (Homo sapiens), Q96RJ0 | activation, % at 3 µM | vehicle wells 0%, saturating PEA agonist 100%;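 active = activation above the mean activation of all test compounds in the run plus 3 SD, cut at about 38% in these data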
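Signal – calcium-sensitive Fluo-8 signal, excitation 470-495, emission 515-575 nm · System – RD-HGA16 (CHO) cells co-expressing Gα16 and hTAAR1 · Incubation – 17-24 h seeding, 75 min 37 °C dye, 30 min RT · Compound dosing – 3 µM single concentration · Repeats – no replicates (n 1)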
TAAR1 antag: human TAAR1 antagonists, primary screen, Fluo-8 calcium fluorescence, CHO RD-HGA16 cells. Trace amine-associated receptor 1 (Homo sapiens), Q96RJ0. antagonist. inhibition, % at 3 µM. 360,000 tested, 1.5% active;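 active = inhibition above a per-plate cutoff, the mean inhibition of test compounds on that plate plus 3 SD, cut at about 49% in these data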;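 note: 0% = DMSO plus EC80 beta-PEA response and 100% = DMSO alone without agonist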
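System: CHO RD-HGA16 cells bearing hTAAR1. Reagent: EC80 β-phenethylamine stimulus. Schedule: seeding 17-24 h prior, 75-min 37 °C, 30-min RT dye loading. Signal: Fluo-8 intracellular calcium dye fluorescence, real-time kinetic reads. Read-out: % inhibition from peak post-agonist over basal fluorescence ratio. Benchmarks: vehicle wells and EC80 agonist wells. Replicates: n of 1.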
V1aR counter: agonists of human V1a receptor, primary screen, counter-screen for OXTR agonist project, fluorescence, CHO-V1R cells; Fluo-8 calcium fluorescence, agonist mode; 0% DMSO, 100% 3 nM vasopressin; activation, % at 3 µM; 320,000 tested, 0.25% active; AID 2797, 2010;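 active = activation above the mean activation of all tested compounds plus 3 SD, per screening run, cut at about 20% in these data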;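 note: signal is peak over basal fluorescence ratio across a 100 second FLIPR read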
Target sequence (P37288 whole entry, looked up): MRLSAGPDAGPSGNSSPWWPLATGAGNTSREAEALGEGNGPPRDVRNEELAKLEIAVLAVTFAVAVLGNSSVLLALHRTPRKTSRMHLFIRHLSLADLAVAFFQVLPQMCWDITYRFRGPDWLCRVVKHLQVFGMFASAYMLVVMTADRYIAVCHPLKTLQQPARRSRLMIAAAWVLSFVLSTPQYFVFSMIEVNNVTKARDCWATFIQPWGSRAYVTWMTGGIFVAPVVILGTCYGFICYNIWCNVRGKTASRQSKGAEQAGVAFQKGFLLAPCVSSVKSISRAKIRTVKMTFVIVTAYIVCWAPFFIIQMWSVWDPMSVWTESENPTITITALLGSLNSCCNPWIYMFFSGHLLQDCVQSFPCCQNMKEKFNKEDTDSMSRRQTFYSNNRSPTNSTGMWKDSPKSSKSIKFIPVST
M1 PAM: human M1 muscarinic receptor positive allosteric modulators, primary screen, CHO-K1 cells, Fluo-8 calcium fluorescence, 1536-well; Muscarinic acetylcholine receptor M1 (Homo sapiens), P11229; CHO-K1 hM1, ACh EC20; 0% = ACh EC20, 100% = maximal ACh; activation, % at 3 µM; 360,000 tested, 0.088% active; AID 588819, 2011; in the data active = activation above about 19%, passing the limit was not always enough
* marks the source's active call; other numbers are inactive results; / = not tested or not shown.

SMILES	M1 antag	OXTR agonist	CHRM1 agonist	OXTR potentiator	CHO parental Ca	TAAR1 ag	TAAR1 antag	V1aR counter	M1 PAM
C/C(=N\NC(=S)NCCc1ccccc1)c1ccc(C)cc1	1	0.2	-4	-2	-26	5	-10	0.0	-3
CC(CCc1ccccc1)NC(=O)C1CCCN(c2nnc(-n3cccc3)s2)C1 (stereo not given)	-8	-0.4	-7	-6	-23	-1	17	-1.9	2
CN(C(=O)c1cc(S(=O)(=O)N2CCCCC2)c[nH]1)C1CCCCC1	11	2.3	-4	-2	-8	4	-14	0.9	-7
COc1ccc(CNC(=O)CN(Cc2ccco2)C(=O)CNS(=O)(=O)c2ccc(F)cc2)cc1	-11	0.0	-1	-2	-32	7	-6	0.7	3
COc1ccc(OC)c(-c2nnc(-c3ccc(C)o3)o2)c1	4	-0.5	-3	-4	-14	3	-10	-0.5	1
Cc1ccc(SCC(=O)Nc2ccc3c(c2)OCCO3)cc1	-7	-2.4	-5	-2	-6	-1	-11	-0.4	9
CN(C)CCNc1ccc(CO)c2sc3ccc(O)cc3c(=O)c12	-7	/	-5	/	/	0	-3	/	0
Cc1cccc(CCNS(=O)(=O)c2ccc(S(=O)(=O)NC3CCCC3)cc2)c1	2	2.1	-2	-6	0	43*	-13	4.2	0
Cc1noc(C)c1C1(O)CCCCCCCCCCC1	5	-1.2	-7	3	-7	3	-22	-0.8	1
Cn1cccc1CC(=O)N/N=C/c1cccc2ccccc12	-22	0.8	-1	-13	-4	2	4	1.6	2
COc1ncnc2c1ncn2CCCN(C)Cc1ccco1	-13	/	-11	/	/	1	-13	/	5
Cc1ccc(C(C)C)cc1S(=O)(=O)Nc1ccncc1	-5	0.8	0	-1	0	1	-4	0.2	7
CCOC(=O)c1ccccc1NC(=O)Nc1ccc(OC)c(OC)c1	-6	0.4	-2	0	-16	-1	13	0.4	11
COc1ccc(CCN(Cc2cccs2)S(=O)(=O)c2ccc(S(=O)(=O)N3CCCCCC3)cc2)cc1OC	-7	-1.6	-7	-5	3	3	-2	-0.9	1
O=C(CNc1cc(S(=O)(=O)N2CCOCC2)ccc1NCC1CCCO1)Nc1ccccc1F (stereo not given)	-3	-0.5	-2	-2	-15	-1	-18	0.3	15
O=C(Nc1ccc(F)c(F)c1)NC1CCCCC1	4	7.7	2	-12	7	10	18	5.7	-2
O=C(CCc1ccccc1)NCc1ccncc1	-18	/	-8	/	/	0	-14	/	5
Cc1ccccc1NC(=S)NCCC(c1ccccc1)c1ccccc1	19	-1.9	-2	-20	-14	6	47	0.7	-17
COCCn1c(C)cc(O)c(C(=O)Nc2cccc(Cl)c2)c1=O	-18	-0.2	2	-1	-16	0	-19	0.0	21
Oc1cc2ccccc2nc1-c1ccccc1Cl	-9	-2.2	-2	-6	-15	2	-2	-0.1	2
COC(=O)C1=C(C)N(Cc2ccccc2)C(=NCCc2ccccn2)N[C@H]1c1cccc(F)c1	-8	5.7	-8	0	-16	14	6	0.2	10
O=C(Cc1ccccn1)Nc1ccccc1	-10	2.8	-6	1	5	6	7	1.1	3
COC/C=C/C1=CC2=CC(=O)C(C)(OC(=O)c3cnc4ccccc4n3)C(=O)C2=CN1c1ccc(OC)cc1 (stereo not given)	3	0.2	-3	0	-11	-1	15	0.3	-3
CCOC(=O)C1=C(COC(=O)CCOc2ccc(OCC)cc2)NC(=O)NC1C (stereo not given)	-6	-0.1	-1	1	-19	7	-2	1.9	-1
COc1cc(C(C)=O)ccc1OCC(=O)N1CCCC1c1ccc2c(c1)OCCCO2 (stereo not given)	-17	/	-6	/	/	1	1	/	8
CN(c1ccccc1)S(=O)(=O)c1cccc(C(=O)OCC(=O)NCCCN2CCCC2=O)c1	-9	0.0	-8	-2	-14	4	-12	0.1	10
CSc1ccc(/C=C/C(=O)OCC(=O)c2ccc[nH]2)cc1	-3	11	-2	-5	-6	9	-1	7.4	0
COc1ccc2cc3cc(C(=O)NCCCN4CCc5ccccc5C4)sc3nc2c1	3	-0.6	-9	-7	-4	0	-5	1.1	0
COc1ccc(OCCCC(=O)NCCc2ccc(OC)c(OC)c2)cc1	-3	-1.0	-5	5	-10	2	6	-0.3	6
COC(=O)CNC(=O)CN1C(=O)N(c2cccc(Cl)c2)C(N(O)C(=O)Nc2cccc(Cl)c2)C1(C)C (stereo not given)	-3	0.2	-2	-6	-14	9	6	0.8	5
COc1cc(/C=C2\C(=N)N3N=C(CC(=O)N4CCOCC4)SC3=NC2=O)cc(OC)c1OC	0	-0.4	-2	-12	-7	1	-6	0.5	-3
CNC(=S)N/N=C1\CC(c2ccccc2)Oc2ccccc21 (stereo not given)	-5	-2.0	-5	-6	-27	6	12	-0.5	6
C[C@H](CO)N1C[C@H](C)[C@@H](CN(C)C)Oc2c(NS(=O)(=O)c3cccs3)cccc2C1=O	-14	1.0	-3	-3	-8	3	-4	0.8	5
Cc1cc(C)cc(NC(=O)C2CCCN(S(=O)(=O)c3cnc[nH]3)C2)c1 (stereo not given)	-8	1.7	0	0	11	0	8	0.3	3
Cc1nn(C)c(Sc2ccccn2)c1[N+](=O)[O-]	-13	-0.2	-8	-6	0	0	-11	-0.1	17
CC(=O)c1ccc(NC(=O)CCc2c(C)nn(-c3ccc(N4CCOCC4)nn3)c2C)cc1	6	2.0	-3	-10	-6	4	-5	2.7	0
CC(C)(C)Nc1nc(N2CCCC2)nc(N2CCCC2)n1	4	-2.9	-5	-9	-21	32	-26	-0.4	-6
CN(C(=O)c1cccs1)C1(C)CCS(=O)(=O)C1 (stereo not given)	-17	0.1	0	0	3	2	-18	0.5	12
Cn1ccc(NC(=O)c2ccc(Cl)cc2)n1	0	2.8	-1	-1	-12	2	-31	1.2	1
CCOC(=O)C1(C/C(C)=N/NC(N)=O)CC(C)OC1=O (stereo not given)	-3	1.0	-7	-2	0	0	-11	0.7	10
Cc1ccc(C(=O)N/N=C2/NC(=O)CC(C(=O)Nc3ccccc3)S2)cc1 (stereo not given)	2	-0.9	-2	-2	-6	1	-1	-0.5	2
CCC1(CC)Nc2ccccc2C(=O)N1c1ccc(NC(C)=O)cc1	1	0.0	-1	-14	5	1	-7	-0.1	7
COc1cccc(/C=N/NC(=O)C[n+]2ccccc2)c1OC	-13	1.9	-8	8	-3	7	-19	0.8	11
COc1ccc(C(=O)N2CCN(c3ccc(C(C)=O)cc3)CC2)cc1S(=O)(=O)N1CCCC1	9	0.9	-5	-4	2	-2	1	0.4	-4
COc1ccc(C(=O)NCC(O)CN2CCOCC2)cc1[N+](=O)[O-] (stereo not given)	-5	0.5	-3	-4	-1	4	-2	1.4	9
COCCN(C(=O)CNC(=O)c1cccs1)C(C(=O)NC(C)(C)C)c1ccccc1 (stereo not given)	-3	0.0	-6	1	-13	5	0	1.3	4
CCn1c(CCCOc2ccc(Cl)cc2Cl)nnc1SCC(=O)Nc1cccc(F)c1	-9	2.7	1	-10	2	5	9	1.4	12
c1cncc(-c2nc(N3CCOCC3)c3ccccc3n2)c1	-22	-0.4	-5	-7	-5	/	/	0.6	7
O=c1ccc(/C=C/c2ccccc2)nn1Cc1ccccc1	-12	1.1	0	-5	-16	21	25	1.8	0

Gathered by group, the entries above containing a halogen (9)
SMILES	M1 antag	OXTR agonist	CHRM1 agonist	OXTR potentiator	CHO parental Ca	TAAR1 ag	TAAR1 antag	V1aR counter	M1 PAM
COc1ccc(CNC(=O)CN(Cc2ccco2)C(=O)CNS(=O)(=O)c2ccc(F)cc2)cc1	-11	0.0	-1	-2	-32	7	-6	0.7	3
O=C(CNc1cc(S(=O)(=O)N2CCOCC2)ccc1NCC1CCCO1)Nc1ccccc1F (stereo not given)	-3	-0.5	-2	-2	-15	-1	-18	0.3	15
O=C(Nc1ccc(F)c(F)c1)NC1CCCCC1	4	7.7	2	-12	7	10	18	5.7	-2
COCCn1c(C)cc(O)c(C(=O)Nc2cccc(Cl)c2)c1=O	-18	-0.2	2	-1	-16	0	-19	0.0	21
Oc1cc2ccccc2nc1-c1ccccc1Cl	-9	-2.2	-2	-6	-15	2	-2	-0.1	2
COC(=O)C1=C(C)N(Cc2ccccc2)C(=NCCc2ccccn2)N[C@H]1c1cccc(F)c1	-8	5.7	-8	0	-16	14	6	0.2	10
COC(=O)CNC(=O)CN1C(=O)N(c2cccc(Cl)c2)C(N(O)C(=O)Nc2cccc(Cl)c2)C1(C)C (stereo not given)	-3	0.2	-2	-6	-14	9	6	0.8	5
Cn1ccc(NC(=O)c2ccc(Cl)cc2)n1	0	2.8	-1	-1	-12	2	-31	1.2	1
CCn1c(CCCOc2ccc(Cl)cc2Cl)nnc1SCC(=O)Nc1cccc(F)c1	-9	2.7	1	-10	2	5	9	1.4	12

Structures above containing a tert-butyl group:
SMILES	M1 antag	OXTR agonist	CHRM1 agonist	OXTR potentiator	CHO parental Ca	TAAR1 ag	TAAR1 antag	V1aR counter	M1 PAM
CC(C)(C)Nc1nc(N2CCCC2)nc(N2CCCC2)n1	4	-2.9	-5	-9	-21	32	-26	-0.4	-6
COCCN(C(=O)CNC(=O)c1cccs1)C(C(=O)NC(C)(C)C)c1ccccc1 (stereo not given)	-3	0.0	-6	1	-13	5	0	1.3	4

Screening results as filed in PubChem BioAssay.
